Dicer processing = blocks human Dicer maturation of pre-miR-21 | Q9UPY3 | cat-ELCCA pre-miR-21 Dicer processing, chemiluminescence; stronger effect = higher value | z-score at 25 µM | 47,000 compounds, 6% hits | AID 1347074; in the data active = z-score above about 3, passing the limit was not always enough;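 note: plate controls were vehicle for no effect and no enzyme for full effect; higher signal means more uncleaved substrate so more Dicer inhibition; strong numbers were not always called active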
* marks the source's active call; other numbers are inactive results. An excerpt; the hit share may differ from the screen's.

Compound | Dicer processing
Cc1ccc2[nH]c3c(c2c1)CCCC3CN (configuration not stated) | 0.66
CCOc1ccc(OCCSc2nc(C)cc(=O)[nH]2)cc1 | 0.06
COc1ccc2nc(C)c(C(=O)OCCN(C)C)cc2c1 | 2.5
CC(C)(C)c1cc2nc(C(F)(F)F)cc(Oc3cccc(C(F)(F)F)c3)n2n1 | -1.1
COc1cccc(/C=N/n2cnc3c(cnn3-c3ccccc3)c2=O)c1 | -0.2
Cc1ccccc1-c1noc(-c2cccs2)n1 | -1.6
CSc1ncc2c(n1)CC(C)(C)C/C2=N\OC(=O)c1ccccc1Cl | -0.53
Cc1cc2n(n1)C(c1ccc(O)cc1)Nc1c(C)cccc1-2 (configuration not stated) | 4.8*
CC(C)(C)c1cc(C(=O)Oc2cncc(Cl)c2)cc(C(=O)Oc2cncc(Cl)c2)c1 | 36*
Cc1nn(C(=O)c2ccc(Cl)cc2)c(C)c1Cc1c(F)cccc1Cl | 41
COC(=O)c1sc(SC)c(C#N)c1-c1cccc(Cl)c1 | 37
CC(C)n1cc(-c2noc(-c3ccccc3Cl)n2)c(=O)n(Cc2ccccc2)c1=O | 1
CC(C)NC(=O)NCc1c(F)cccc1Cl | 2.6
COc1cc(C(=O)O)c(NC(C)=O)c(OC)c1OC | -1.4
CC(C)OC(=O)C(C)Oc1ccc2c(=O)c(-c3ccccc3)coc2c1 (configuration not stated) | -0.06
O=C1CCCC2=C1C(c1ccc(F)cc1)Nc1ccc(C(=O)c3ccccc3)cc1N2 (configuration not stated) | 2.5
CCOC(=O)C1=C(Nc2ccc(OC(=O)Nc3ccccc3)cc2)C(=O)N(C(C)(C)C)C1 | 1.4
N#Cc1ccccc1NC(=O)C1CCCCC1 | -1.2
N#Cc1c(Cl)cccc1Oc1ccc(S(=O)(=O)N2CCCN(c3nc4ccc(Cl)cc4s3)CC2)cc1 | 1.9
Cc1ccc(-c2cc3ncc(C(=O)c4cc(C)ccc4O)cn3n2)cc1 | -0.53
O=C(c1ccc(F)cc1)c1oc2ccccc2c1NC(=O)C1COc2ccccc2O1 (configuration not stated) | -0.34
O=C(CSc1nncn1-c1ccc(C(F)(F)F)cc1)c1ccc(F)cc1 | -0.69
Cc1cc(=O)n2ncnc2n1CC(=O)N/N=C/c1ccc([N+](=O)[O-])cc1 | 0.64
FC(F)(F)c1ccc(-n2cncn2)nc1 | 0.36
Cc1cc(C)c2c(n1)sc1c(=O)oc(C)nc12 | 4.9*
O=C(Nc1cccc(Cl)c1)Nc1nc(-c2ccc(OC(F)(F)F)cc2)no1 | -0.43
CCSCCOC(=O)C1=C(C)NC2=C(C(=O)CCC2)C1c1ccc(F)cc1 (configuration not stated) | 6.4*
CC(C)OC(=O)CCCCCN1C(=O)CSC1=S | -0.56
CC(C)S(=O)(=O)c1csc(C(=O)O)c1N | -0.43
Cc1ccc(S(=O)(=O)Oc2ccc(-c3ccc(OS(=O)(=O)c4ccc(C)cc4)cc3)cc2)cc1 | -0.18
Cc1onc(-c2ccccc2)c1N1C(=O)CCN(Cc2ccccc2)C1=O | -1.9
Cc1noc(-c2ccccc2)c1CNc1nc(-c2ccccc2)nc2ccccc12 | -0.23
Cc1ccc(N(CC(N)=O)C2SC(=O)NC2=O)cc1 (configuration not stated) | -6.2
Cc1ccccc1-c1nnc(SCC(=O)c2ccccc2)o1 | -0.26
CSC1=NCCN1CC(=O)c1ccc(Cl)cc1 | 0.9
CC12CN3CC(C)(CN(C1)C3c1ccc(F)cc1)C2 (configuration not stated) | 0.93
CCCCCCCCC1CCCC1N (configuration not stated) | -0.11
CCCS(=O)(=O)/C(C#N)=C/Nc1ncccn1 | -0.13
CCc1ccc(C(=O)N(Cc2ccccc2)C(C)C)cc1 | 1.6
CCOC(=O)c1c(NC(=O)C2COc3ccccc3O2)sc(C)c1C (configuration not stated) | 0.55
Cc1ccccc1-c1ccnc2[nH]n(-c3ccccc3)c(=O)c12 | 0.56
COC(=O)c1c(OC)ccc(NC(=O)NC(=O)c2c(OC)c(Br)cc([N+](=O)[O-])c2OC)c1OC | -0.69
O=C1C2CCCCC2C(=O)N1c1cccc2ccccc12 (configuration not stated) | 0.16
COc1ccc(-c2noc(COc3ccc(C)cc3C)n2)cc1 | 0.79
c1ccc(Cn2ccc3ccccc32)cc1 | 2
CC(C)N(C(=O)NC(=O)c1csnn1)C(C)C | -4.3
CCc1nc2ccccc2n1CC(O)COc1cccc(OC)c1 (configuration not stated) | 34
COc1ccc(-c2cn3cccc(OCc4ccc(Cl)c(Cl)c4)c3n2)cc1 | -1.1
Cn1c(N2C(=O)c3cccc4cccc(c34)C2=O)nc2ccccc21 | -0.09
Cn1c(-c2ccc(Cl)cc2)cnc1SCC(=O)Nc1cc(Cl)cc(Cl)c1 | -0.02

(continued)
Compound | Dicer processing
COc1ccc(/C(O)=C2/C(=O)C(=O)N(CCc3ccccc3)C2c2ccccc2F)cc1 (configuration not stated) | -0.52
COC(=O)C(Cc1c[nH]c2ccccc12)NC(=O)c1cc(C)no1 (configuration not stated) | -0.54
S=c1[nH]nc(CSc2nc(-c3ccccc3)cn2-c2ccccc2)n1-c1ccccc1 | 0.02
CCN[C@H]1C[C@H](C)S(=O)(=O)c2sc(S(N)(=O)=O)cc21 | -0.27
CCOC(=O)c1ccc(Oc2coc3cc(O)ccc3c2=O)cc1 | 1.5
N/C(=N\OC(=O)c1ccc([N+](=O)[O-])cc1)c1cccc(-n2cccc2)c1 | -0.23
NC(=O)c1ccc(-c2ccccc2F)cc1 | 0.27
CCCc1c(OCc2ccccc2)ccc(C(C)=O)c1O | -1
COc1cc2c(cc1OC)C(C)N(C(=S)Nc1cc(OC)c(OC)c(OC)c1)CC2 (configuration not stated) | 2.3
CCOC(=O)c1sc(/S(C)=N/S(=O)(=O)c2cccc(Cl)c2)c2c1CCC=C2 (configuration not stated) | -0.78
CCSCCOC(=O)C1=C(C)NC2=C(C(=O)CCC2)C1c1ccccc1Cl (configuration not stated) | -1.9
OCc1nc2ccccc2n1CC(O)COc1ccc(Br)cc1 (configuration not stated) | -2.4
Brc1ccc(CN2CCN(Cc3c[nH]c4ccccc34)CC2)cc1 | 2.7
CN(N=O)C(=O)N[C@@H]1[C@@H](O)[C@H](O)[C@@H](CO)O[C@@H]1O | -0.26
COc1ccc(-c2cnn3c(N)c(C#N)cnc23)cc1OC | 2.8
COC(=O)C1=C(C)NC(=O)CC1c1cc(Br)ccc1F (configuration not stated) | 1.1
CC1C2=C(CC(C)(C)CC2=O)OC2=C1C(=O)CC(C)(C)C2 | -2.8
Cc1cc(NC(=O)CSc2nc(N)cc(=O)[nH]2)no1 | -0.4
C/C(=C\C(=O)c1cccc(Cl)c1F)N(C)C | 0.24
CC(C)CNC(=O)CCSc1nc(-c2ccc3c(c2)OCO3)cc(C(F)(F)F)n1 | 2.5
S=c1[nH]nc(-c2sc3ccccc3c2Cl)o1 | -0.35
COc1ccc(C(=O)O/N=C(/c2cccs2)C(C)(C)C)cc1 | 0.15
Cc1ccc(-c2c3c(=O)n(C)c(=O)n(C)c3c3c(-c4ccccc4)cc(C)nn23)cc1 | -0.32
Cn1nc(C(F)(F)F)c(-c2ccc(Br)cc2)c1NC(=O)Cc1ccccc1F | -0.35
CSc1ccc(CNc2ncc(-c3ccc(Br)cc3)n2C)cc1 | 2.7
COC(=O)c1cc(/C=C(\C#N)C(=O)O)c(OC)cc1OC | -2.1
Cc1nn(C)c(Sc2ccccn2)c1[N+](=O)[O-] | 1.7
COc1cccc(C2Nc3ccc4ccccc4c3C3=C2C(=O)CC(C)(C)C3)c1OC (configuration not stated) | -0.74
Cc1cccc(-n2cnc3c(sc4nc(N5CCOCC5)c5c(c43)CC(C)(C)OC5)c2=O)c1 | -0.28
Cc1cc(Nc2ccc(F)c(Cl)c2)nc(N)n1 | 0.37
Cc1ccc(-c2cc3ncc(C(=O)c4cc(Cl)ccc4O)cn3n2)cc1 | 1.6
Cc1ccc2c(c1)N(CCO)C(C)(C)CC2C (configuration not stated) | 0.99
N#Cc1c2c(c(=O)n3c1[nH]c1ccccc13)CCCC2 | -0.34
Cc1c(-c2ccnc(=S)[nH]2)sc2nc(C(F)(F)F)nn12 | -0.14
CCOc1cccc(C(c2c[nH]c3ccccc23)c2c[nH]c3ccccc23)c1O | 6.4*
Cc1ccc(N/C=C(\C#N)S(=O)(=O)c2ccc(Cl)cc2)cc1 | 0.57
CC(C)CCSc1nc(N2CCCC2)c2c(c1C#N)CC(C)(C)OC2 | 3.1*
CN(C)c1ccc(NC(=O)c2nc3ncccn3n2)cc1 | 1.2
Cc1cc2c(NC(=O)CC(C)(C)CC(=O)O)cccc2nn1 | -1.6
COC(=O)C1=C(C)NC(C)=C(C(=O)OC)C1 | -2.2
C=CCSc1nnc2c3sc4nc(N5CCOCC5)c5c(c4c3ncn12)CC(C)(C)OC5 | 1.7
CCOc1ccc(C2C(C(=O)OCCOC)=C(C)N=C3SCCC(=O)N32)cc1OC (configuration not stated) | 0.32
COc1ccc(NC(=O)c2sc3nc4c(cc3c2N)CCCCC4)cc1 | -0.02
CCN(CC)CCn1c(C)nc2ccccc21 | -0.35
O=c1cc(O)c2c(n1-c1ccccc1)CCCC2 | -0.82
CCCCOC(=O)Nc1sc2c(c1C(=O)OCC)CCCC2 | -3.5
Cc1ccnc(NC(=O)c2sc3ccccc3c2Cl)c1 | 0.84
CC(C)c1ccc2[nH]c3c(c2c1)CCCC3=O | 0.06
Cc1cc2ncn(CC(O)COc3ccccc3C)c2cc1C (configuration not stated) | 0.96
Cc1ncc2c(c1O)COC(C(C)C)OC2 (configuration not stated) | -0.52

The results go on.
Compound | Dicer processing
CC(C)c1ccc(C2CC(=O)Nc3ccccc3S2)cc1 (configuration not stated) | -0.9
COC(=O)c1ccc(N2C(=O)CSC2c2ccc(OC)cc2)cc1 (configuration not stated) | 7
O=S(=O)(N=S1CCN(c2ccc(C(F)(F)F)cn2)CC1)c1ccc(Cl)cc1 | -0.7
CCc1ccc(C(=O)/C=C\Nc2ccc(Cl)cn2)cc1 | -0.39
Cc1ccc(N=C(C#N)C2=C(O)c3ccccc3C2=O)cc1C | 0.71
COCCCNC(=S)N/N=C/C=C/c1ccccc1 | 1.7
C/C(CC1(CC(C)C)CCCCC1)=N\NC(N)=O | 1.5
N=C(N)c1ccc(Cl)cc1 | 3.7*
CC(C)(C)OC(=O)NC1CCN(c2nccc(C(F)(F)F)n2)CC1 | -0.73
CCSC1=NCN(CCCC(=O)O)CN1 | -0.51
NC(=S)Nc1ccc(F)c(F)c1F | 0.7
O=C1c2ccncc2C(=O)N1c1ccc(N2CCOCC2)cc1 | -1
CC(SCC(=O)O)(SCC(=O)O)c1cccc([N+](=O)[O-])c1 | 0.4
Cn1c(C2COc3ccccc3O2)n[nH]c1=S (configuration not stated) | 0.45
N#Cc1cn(-c2cccc(C(F)(F)F)c2)c(=O)[nH]c1=O | 9.7
CCOC(=O)C1=C(C)NC2=C(C(=O)CC(C)(C)C2)C1c1c(C)nn(-c2ccccc2)c1C (configuration not stated) | 1.3
CCCN1C(=O)C(O)(CC(=O)c2cccc(-n3cccc3)c2)c2ccccc21 (configuration not stated) | -0.42
CCCOc1ccc(N2C(=O)CC(SCC(N)C(=O)OCC)C2=O)cc1 (configuration not stated) | -0.88
COc1ccc(-c2ccc(C#N)c(=O)[nH]2)cc1 | 1.1
Cn1c(/C=C/c2ccccc2)[n+](C)c2ccccc21 | 1.2
COC(=O)c1cn(C(=O)c2cccs2)c2ccccc12 | 3*
CCOC(=O)CCSc1nc(-c2ccccc2)cc(C(F)(F)F)n1 | 0.78
CCOC(=O)CSc1ccc([N+](=O)[O-])cc1Cl | 0.28
CCOC(=O)c1cc(C)n(Cc2cccc(C(F)(F)F)c2)n1 | -0.9
Cn1c(/C=C/c2cccc(Oc3ccccc3)c2)c([N+](=O)[O-])c(=O)n(C)c1=O | -0.61
c1ccc(C(NCc2cccnc2)(c2ccccc2)c2ccccc2)cc1 | -2.2
O=C(NNC(=S)NC(=O)C1CC1)c1cccc([N+](=O)[O-])c1 | -0.9
Cc1ccc(-c2nnn(CC(=O)O)n2)cc1 | -0.53
CCOC(=O)c1ccc(NC(=S)Nc2cccc(N)n2)cc1 | -0.17
Cc1cc(C)cc(N2C(=O)CCN(Cc3ccccc3)C2=O)c1 | 1.1

Structural class: those above containing a nitro group on carbon
Compound | Dicer processing
Cc1cc(=O)n2ncnc2n1CC(=O)N/N=C/c1ccc([N+](=O)[O-])cc1 | 0.64
COC(=O)c1c(OC)ccc(NC(=O)NC(=O)c2c(OC)c(Br)cc([N+](=O)[O-])c2OC)c1OC | -0.69
N/C(=N\OC(=O)c1ccc([N+](=O)[O-])cc1)c1cccc(-n2cccc2)c1 | -0.23
Cc1nn(C)c(Sc2ccccn2)c1[N+](=O)[O-] | 1.7
CC(SCC(=O)O)(SCC(=O)O)c1cccc([N+](=O)[O-])c1 | 0.4
CCOC(=O)CSc1ccc([N+](=O)[O-])cc1Cl | 0.28
Cn1c(/C=C/c2cccc(Oc3ccccc3)c2)c([N+](=O)[O-])c(=O)n(C)c1=O | -0.61
O=C(NNC(=S)NC(=O)C1CC1)c1cccc([N+](=O)[O-])c1 | -0.9

Going on with the list:
Compound | Dicer processing
CCNC(=O)Oc1noc2ccccc12 | 2.6
C=CCNC(=O)CSc1ncc2c(n1)-c1c(csc1SC)CC2 | -0.01
CCOC(=O)c1sc(N2C(=O)c3oc4ccccc4c(=O)c3C2c2cccc(OCC)c2)nc1C (configuration not stated) | 0.16
CSC(=NC#N)N1CCN(C(=NC#N)SC)CC1 | -1.1
NS(=O)(=O)c1ccc(N2CCOCC2)c([N+](=O)[O-])c1 | -0.6
O=C(O)CC(=O)NC(=O)NCc1ccccc1 | -0.22
CCOC(=O)CCC(=O)c1c(C)oc2ccc(OC)cc12 | 3.1*
Cc1c(C)c(C)c(S(=O)(=O)N2CC(C)CC(C)C2)c(C)c1C (configuration not stated) | 2.3
Cc1ccc(-c2cc(C(=O)O)c3ccccc3n2)s1 | -0.52

High-throughput results (PubChem BioAssay)
